Screening results as filed in PubChem.
5HT1a antag: 5-HT1a (human) receptor antagonism | P08908 | 62,000 compounds, 0.68% hits | inhibition, % at 10 µM | CHO 5-HT1a Ga15 NFAT-bla reporter, antagonist mode;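 active = inhibition above the mean of all tested compounds plus 3 SD, cut at about 43% in these data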;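 note: receptor stimulated by 5-CT agonist at 100 nM near EC80; beta-lactamase reporter measured by ratiometric fluorescence of a cleavable substrate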
AP complement: alternative pathway complement inhibition, orthogonal assay; inhibition, % at 5 µM; Human serum alternative complement pathway, LPS-coated ELISA, C3 deposition; tested in compound mixtures; AID 1235; 62,000 compounds, 0.08% hits;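 active = inhibition above 30% in each of the two pooled mixtures holding the compound, so the lower value exceeds 30%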;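 note: 0% = serum in Mg-EGTA without compound and 100% = EDTA serum blank; some compounds past the cut are filed as inactive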
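Medium: diluted human serum in Mg2+-EGTA GVB++. Assay system: human serum complement alternative pathway, C3 deposition onto LPS. Also added: Plate-bound LPS. Technique: Anti-C3 ELISA, OD 450 nm. Measure: percent inhibition. Incubation: 1 h at 37 °C. Dosing: 5 µM each compound, pools of ten, 50 µM per pool.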
Ecoli tolC: E. coli tolC mutant growth inhibition; E. coli BW25113 tolC mutant growth, OD615; growth inhibition, % at 10 µM (by protocol); 65,000 compounds, 2.2% hits; AID 573;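 active = growth inhibition at or above a cutoff equal to the mean over every tested compound plus 3 SD, cut at about 60% in these data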;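 note: growth measured after 20 h incubation at 37 °C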
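Assay system: tolC-deleted E. coli BW25113. Medium: kanamycin-containing LB broth (50 µg/mL). Dosing: 10 µM final, single dose. Timing: bacterial growth with compound for 20 h at 37 °C. Detection: A615 absorbance measurement. Read-out basis: growth inhibition in percent.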
HTR1E antagonist: antagonists of human 5-HT1E serotonin receptor | CHO 5-HT1E Ga15 NFAT-bla reporter, FRET, antagonist | inhibition, % at 6 µM | 65,000 compounds, 0.99% hits | AID 571;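 active = inhibition above a set limit, the mean inhibition across every tested compound plus 3 SD, cut at about 29% in these data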;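 note: signal is the 460 over 535 nm emission ratio of beta-lactamase substrate; 0% = agonist plus DMSO wells and 100% = wells without agonist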
SF1 activator: activates the human nuclear receptor SF-1; 65,000 compounds, 1.9% hits; Q13285; activation, % at 10 µM; CHO-K1 Gal4-SF-1 LBD luciferase reporter; % increase over DMSO SF-1-specific signal;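 active = activation above the mean activation of all tested compounds plus 3 SD, cut at about 50% in these data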
Target sequence (Q13285 whole entry, looked up, the tested form may be a part): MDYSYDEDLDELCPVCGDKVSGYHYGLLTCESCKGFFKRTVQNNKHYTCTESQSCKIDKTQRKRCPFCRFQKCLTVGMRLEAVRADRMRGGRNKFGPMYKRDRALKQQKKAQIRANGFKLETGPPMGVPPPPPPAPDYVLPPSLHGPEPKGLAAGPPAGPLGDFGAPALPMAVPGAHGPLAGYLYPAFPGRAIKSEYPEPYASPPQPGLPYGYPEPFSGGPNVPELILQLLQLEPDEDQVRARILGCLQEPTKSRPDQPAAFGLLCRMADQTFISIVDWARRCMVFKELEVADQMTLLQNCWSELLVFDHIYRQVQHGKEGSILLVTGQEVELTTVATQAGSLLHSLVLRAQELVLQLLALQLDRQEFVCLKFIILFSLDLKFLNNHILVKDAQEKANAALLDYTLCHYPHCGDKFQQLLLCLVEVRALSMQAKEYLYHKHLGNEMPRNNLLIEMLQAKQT
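Material: Transient Gal4-SF-1 LBD reporter, CHO-K1 | Input: 4,000 cells/well | Dosing: One dose, 10 µM compound, 1% DMSO | Incubation: 20 h compound treatment, 37 °C | Detection: SteadyLite luciferase luminescence | Evaluation: Percent activation relative to DMSO median and mock-transfected background | Benchmarks: DMSO-treated SF-1-transfected cells as negative, DMSO-treated mock-transfected cells lacking SF-1 as background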
RORa activator: activators of human nuclear receptor RORA | CHO-K1 Gal4-RORA LBD luciferase reporter, luminescence; percent increase over mock-subtracted basal signal | activation, % at 10 µM | 65,000 compounds, 1.5% hits;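 active = activation above the mean of all tested compounds plus 3 SD, cut at about 49% in these data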;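 note: 0% = DMSO-treated RORA cells and 100% = added signal equal to DMSO minus mock-transfected cells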
Target sequence (P35398 whole entry, looked up, the tested form may be a part): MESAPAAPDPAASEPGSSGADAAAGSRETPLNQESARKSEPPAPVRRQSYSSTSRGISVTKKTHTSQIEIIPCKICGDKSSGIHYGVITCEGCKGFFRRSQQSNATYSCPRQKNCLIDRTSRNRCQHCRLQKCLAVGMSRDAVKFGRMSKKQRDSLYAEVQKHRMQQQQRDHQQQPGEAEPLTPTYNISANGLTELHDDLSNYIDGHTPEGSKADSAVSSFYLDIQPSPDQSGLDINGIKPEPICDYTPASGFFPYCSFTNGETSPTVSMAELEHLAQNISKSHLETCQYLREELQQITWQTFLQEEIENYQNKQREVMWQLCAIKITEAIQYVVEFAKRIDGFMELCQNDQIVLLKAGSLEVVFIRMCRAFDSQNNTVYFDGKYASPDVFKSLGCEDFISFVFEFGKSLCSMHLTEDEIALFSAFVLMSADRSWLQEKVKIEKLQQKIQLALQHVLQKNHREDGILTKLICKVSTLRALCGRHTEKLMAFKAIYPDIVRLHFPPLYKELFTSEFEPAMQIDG
S1P1 ag-PAM: agonists and agonism potentiators of human S1P1 receptor; 56,000 compounds, 0.57% hits; S1P1 CRE-bla cells, forskolin, beta-lactamase FRET, potentiator mode; S1P1 agonist co-added at EC20, 2 nM; 100% = saturating reference agonist, 0% = basal; activation, % at 9.5 µM; AID 449; P21453;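 active = activation above a cutoff set at the mean activation of all tested compounds plus 3 SD, cut at about 54% in these data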;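 note: forskolin at 4 µM as EC80 and the EC20 agonist is SEW2871; 100% = SEW2871 at its EC100 plus forskolin at EC80; some compounds past the cut are filed as inactive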
HTR1E agonist: 5-HT1E (human) receptor agonism; P28566; 65,000 compounds, 0.69% hits; activation, % at 6 µM; CHO 5-HT1E Ga15 NFAT-bla reporter, FRET; 0% DMSO wells, 100% control agonist wells; AID 574;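 active = activation above a set limit, the screen-wide mean activation plus 3 SD, cut at about 8.5% in these data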;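 note: 100% = positive control agonist at 1 µM giving full maximal response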
S1P3 agonist: agonists of human S1P3 receptor. S1P3 NFAT-BLA reporter cells, agonism, FRET ratio; relative to 1 µM S1P, basal subtracted. AID 373. activation, % at 4.5 µM. 60,000 compounds, 0.1% hits;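 active = activation above the screen-wide mean plus 3 SD, cut at about 4.5% in these data, passing the limit was not always enough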; note: some compounds called inactive have numbers as strong as hits
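Measure – % activation relative to 1 µM S1P (100%), per plate · System – stable CHO line with human S1P3, Gα16, NFAT-BLA reporter · Timing – cells plated overnight, compound 4 h 37 °C, substrate 2 h RT · Technique – fluorescent BLA substrate, ex 405 nm, em 460/535 nm ratio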
* marks the source's active call; other numbers are inactive results; . = not tested or not shown. No enrichment for hits, and some 7.1% of all compounds hit somewhere here.

SMILES	5HT1a antag	AP complement	Ecoli tolC	HTR1E antagonist	SF1 activator	RORa activator	S1P1 ag-PAM	HTR1E agonist	S1P3 agonist
O=C(c1ccc(Cl)cc1)N1CCC(c2nc(-c3cccs3)no2)CC1	19	0	31	-1	-13	-19	21	1.8	-2.5
O=C(CN1CCC2(CC1)OCCO2)c1ccc2cc[nH]c2c1	-3	16	-12	6	1	20	-5	-0.5	0.1
Cc1cccn2c(=O)c3cc(C#N)c(=O)n(CCCN4CCOCC4)c3nc12	-27	16	7	-24	0	-13	-29	3.3	1.3
O=C(C1=C(O)C(=O)N(c2ncccn2)C1c1cccc(Cl)c1)c1ccco1 (centres undefined)	.	0	10	-11	-5	-13	-1	-0.3	0.1
COc1cc(C(=O)O)ccc1OCC(=O)N1CCOCC1	6	-8	-6	-2	0	24	-8	-0.2	-1.3
COc1cc(NC(=O)C2CCCCN2)ccc1OCC(C)C (centres undefined)	-8	-12	-10	2	5	36	1	0.0	0.1
COCCCn1c(SCC(=O)N2CCCC(C)C2)nnc1-c1ccco1 (centres undefined)	-10	-1	-6	-2	6	-5	5	0.8	-0.3
CCOC(=O)N1CCC(NC(=O)C2CCN(S(=O)(=O)c3cnc[nH]3)CC2)CC1	-6	-4	-21	-5	16	-10	9	-0.4	-0.2
O=S(=O)(c1ccc(Cl)cc1)N1CCN(C2CCCCCC2)CC1	13	6	-8	11	-19	1	21	-0.3	0.0
COc1ccc(N2CC(C(=O)NC3CC(C)(C)NC(C)(C)C3)CC2=O)cc1 (centres undefined)	-5	0	-10	2	22	8	-2	-0.3	-0.5
COc1ccc(-c2ncncc2-c2csc(C)n2)c(O)c1	.	.	8	-6	6	-8	-16	-0.3	-3.5
Clc1ccccc1Nc1ncnc2c1nnn2Cc1ccccc1	3	0	5	-3	0	-7	0	-1.0	0.4

Another view of some results above.
Sequence of screens: 5HT1a antag, AP complement, Ecoli tolC, HTR1E antagonist, SF1 activator, RORa activator, S1P1 ag-PAM, HTR1E agonist, S1P3 agonist
O=C(c1ccc(Cl)cc1)N1CCC(c2nc(-c3cccs3)no2)CC1
  19, 0, 31, -1, -13, -19, 21, 1.8, -2.5
O=C(CN1CCC2(CC1)OCCO2)c1ccc2cc[nH]c2c1
  -3, 16, -12, 6, 1, 20, -5, -0.5, 0.1
Cc1cccn2c(=O)c3cc(C#N)c(=O)n(CCCN4CCOCC4)c3nc12
  -27, 16, 7, -24, 0, -13, -29, 3.3, 1.3
O=C(C1=C(O)C(=O)N(c2ncccn2)C1c1cccc(Cl)c1)c1ccco1 (centres undefined)
  ., 0, 10, -11, -5, -13, -1, -0.3, 0.1
COc1cc(C(=O)O)ccc1OCC(=O)N1CCOCC1
  6, -8, -6, -2, 0, 24, -8, -0.2, -1.3
COc1cc(NC(=O)C2CCCCN2)ccc1OCC(C)C (centres undefined)
  -8, -12, -10, 2, 5, 36, 1, 0.0, 0.1
COCCCn1c(SCC(=O)N2CCCC(C)C2)nnc1-c1ccco1 (centres undefined)
  -10, -1, -6, -2, 6, -5, 5, 0.8, -0.3
CCOC(=O)N1CCC(NC(=O)C2CCN(S(=O)(=O)c3cnc[nH]3)CC2)CC1
  -6, -4, -21, -5, 16, -10, 9, -0.4, -0.2
O=S(=O)(c1ccc(Cl)cc1)N1CCN(C2CCCCCC2)CC1
  13, 6, -8, 11, -19, 1, 21, -0.3, 0.0
COc1ccc(N2CC(C(=O)NC3CC(C)(C)NC(C)(C)C3)CC2=O)cc1 (centres undefined)
  -5, 0, -10, 2, 22, 8, -2, -0.3, -0.5

Further results follow:
SMILES	5HT1a antag	AP complement	Ecoli tolC	HTR1E antagonist	SF1 activator	RORa activator	S1P1 ag-PAM	HTR1E agonist	S1P3 agonist
Cc1cc(=O)oc(C)c1C(=O)Nc1ccc2nsnc2c1	.	.	-7	-11	-4	-18	6	0.6	0.5
CCOC(=O)C1CCN(c2c(N3CCCCCC3)c(=O)c2=O)CC1	-8	17	-10	9	0	-13	-4	0.5	-1.1
CCn1c(=O)n(CC(=O)Nc2cccc(OC)c2)c(=O)c2ccccc21	11	-10	19	-4	-29	-17	5	-0.1	-1.4
COCCNc1nnc(SCC(=O)c2ccc3c(c2)OCO3)s1	-1	9	-1	-7	-1	5	.	-0.6	.
COc1ccccc1N/C(=N/c1nc(C)cc(C)n1)NC(C)=O	-9	0	-20	4	-11	-7	-26	-0.1	-0.5
CCc1ccccc1NC(=O)CN1CCC(NC(=O)COC)CC1	4	11	-18	-2	4	13	-11	0.3	-1.5
COc1cccc(C2C(C#N)=C(N)Oc3cc(C)n(Cc4ccccn4)c(=O)c32)c1OC (centres undefined)	-7	11	-18	3	2	-3	6	0.2	-0.3
Cc1ccc(C)c(-n2c(SCC(=O)Nc3nnc(C)s3)nnc2-c2ccoc2C)c1	4	4	-5	3	12	-12	-47	-0.6	-0.3
O=c1c2ccccc2sn1-c1ccc(S(=O)(=O)N2CCCCC2)cc1	4	7	-2	3	-9	-10	11	0.1	-0.5
O=C(c1cn(-c2ccccc2)nc1-c1ccncc1)N1CCCCC1	-14	7	9	1	2	9	-13	-0.5	0.2
Cc1ccc2c(c1)N(CCC(=O)NCc1cccnc1)C(=O)CO2	-5	4	-13	0	-3	1	-21	0.6	-0.6
CCOC(=O)N1CCN(C(=O)C2CCC(CNS(=O)(=O)c3ccccc3)CC2)CC1 (centres undefined)	-7	8	-4	-10	10	-4	-27	0.8	0.3
COc1ccc(C(c2nnnn2CC2CCCO2)N2CCN(c3ccccc3)CC2)cc1 (centres undefined)	11	10	-5	-5	-13	-30	0	0.4	-0.4
COC(=O)c1ccc(-c2nc(-c3cccs3)no2)cc1	0	19	-7	5	-46	-52	3	-0.2	0.3
Nc1nc(Cn2nnc(-c3ccccc3Cl)n2)nc(N2CCOCC2)n1	-11	9	2	13	-3	6	-19	0.1	0.0
O=C(Nc1ccc2c(c1)OCCO2)C1CCN(S(=O)(=O)c2cccs2)CC1	-10	13	-9	10	-2	-1	.	0.3	.
CCCc1cc(C(=O)NC2CCCC2)no1	-8	40*	-1	0	29	61*	-21	0.2	-0.1
CCOC(=O)c1cc(-c2ccccc2)n(CC(=O)O)c1C	8	-5	-4	2	9	-18	-7	-0.4	0.1
CC(=O)N1c2c(cc(Br)cc2S(=O)(=O)NCc2ccc3c(c2)OCO3)CC1C (centres undefined)	1	10	2	0	0	-7	.	0.4	.
O=C(CSCc1ccc(Br)cc1)N1CCOCC1	-18	8	-9	-10	-3	19	-4	0.0	-0.3
COc1ccc(C(N)=O)cc1NC(=O)CC(O)(C(F)(F)F)C(F)(F)F	5	12	-13	3	-16	-8	-8	-0.1	-0.3
CSc1ccc(S(=O)(=O)Nc2ccc(NC(C)=O)cc2)cc1	-3	2	-10	1	10	2	7	0.3	-1.2
CC1Cc2ccccc2N1C(=O)CSc1nnc2sc3ccccc3n12 (centres undefined)	-16	7	21	-2	-9	-2	.	0.2	-0.1
CCOc1ccc(OCC)c(NC(=O)CSc2nnc(-c3cccnc3)o2)c1	6	9	-8	5	8	-9	-14	-0.2	-1.0
O=C(Cn1c(C(=O)NCCCN2CCOCC2)cc2sccc21)c1ccccc1	3	6	-17	-1	0	-9	.	0.3	.
CCc1nn(CC(=O)O)c(=O)c2ccccc12	-9	-6	-21	7	19	-16	-17	-0.3	0.1
COCCN1Cc2cccc(C(=O)Nc3ccccc3OC)c2C1=O	-1	3	-21	9	7	-29	-5	-0.2	0.1
CC(C)(C)n1nnnc1C(c1cccs1)N1CCN(Cc2ccccc2)CC1 (centres undefined)	22	8	-6	4	-6	-2	17	-0.7	0.2
CCOC(=O)C1(CC)CC(CSc2nc3ccccc3[nH]2)OC1=O (centres undefined)	-1	16	3	-10	12	-5	-6	-0.7	-0.7
COc1ccc(S(=O)(=O)Cc2ccc(C(=O)N3CCN(c4ncccn4)CC3)o2)cc1	10	10	-7	8	-16	-10	-8	0.4	-0.2
CCOC(=O)C1CCN(c2c(NCc3ccc(C(=O)NCCOC)cc3)c(=O)c2=O)CC1	-6	11	-16	0	4	-22	-18	-0.5	0.2
CN1CCc2c(sc3c2c(=O)n(-c2ccccc2)c2nnc(SCc4ccc(Cl)cc4)n32)C1	-12	12	3	8	14	14	-1	1.0	0.5
C#CCSc1nnc(-c2ccccc2)c(=O)[nH]1	5	-10	5	1	18	0	-8	-0.6	0.6
C=CCn1c(C#N)c(N)sc1=N	6	8	16	10	6	-6	13	0.3	-0.8
CN(c1cccc(NC(=O)COc2ccccc2)c1)S(C)(=O)=O	6	-9	-3	-8	2	0	.	0.1	-0.3
CC(COc1ccccc1)N(CCCl)Cc1ccccc1 (centres undefined)	.	6	11	7	-11	-13	-15	-0.1	-4.4
CN(c1ccccc1C(=O)Nc1cccc(C(F)(F)F)c1)S(C)(=O)=O	0	4	1	2	-7	-12	-5	0.4	-1.4
Cc1ccn2cc(CCNC(=O)c3ccc(Br)o3)nc2c1	1	14	2	9	3	-6	-19	0.4	-0.8
COC(=O)c1ccccc1NC(=O)Nc1ccc(C(=O)N2CCCC2)cc1	-2	4	1	-1	-16	0	-19	-0.5	-0.4
O=C(O)C1CCCCC1C(=O)NCCc1ccccc1 (centres undefined)	-10	-17	-7	4	-16	-14	0	1.1	-1.2
Cc1csc(SCC(=O)Nc2cc(C(C)(C)C)nn2-c2ccccc2)n1	15	0	8	-6	7	-26	6	-0.4	-0.4
COc1ccc(S(=O)(=O)Nc2ccc(O)c3ccccc23)cc1	21	7	9	-7	11	12	11	1.4	-0.6
CCOc1ccc2nc(-c3ccccc3)[nH]c2c1	20	0	11	11	27	67*	-4	-0.8	-0.4
CCCn1c(SCc2nc(-c3cccs3)no2)nnc1-c1ccncc1	-3	17	9	0	-16	-4	.	-0.1	-0.4
N#CC1=C(N)N=C(SCc2ccccc2)C(C(N)=O)C12CCCCC2 (centres undefined)	-7	-2	20	-5	-7	-13	.	1.3	-0.2
Cn1c(=O)c2cn3ncccc3c2n(C)c1=O	-14	-4	12	-7	-7	2	-7	-0.4	0.2
CCn1c2ccccc2c2nnc(SCN3C(=O)c4ccccc4C3=O)nc21	-1	10	-2	38*	16	-8	.	-0.7	0.0
